# KCNQ2 inh: KCNQ2 potassium channel inhibitors, primary screen, cell-based, CHO-K1, FluxOR thallium flux, B-score (AID 2156). 20 min; stronger effect = lower value. Potassium voltage-gated channel subfamily KQT member 2 (Rattus norvegicus), O88943. 310,000 tested, 1.1% active. B-score at 10 µM;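 active means fluorescence ratio B-score at most minus 3 library SDs, with starting brightness B-score within 2 library SDs, cut at about -5.5 in these data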
# Kir21 inh: inhibitors of mouse Kir2.1 inward-rectifier potassium channel; B-score at 10 µM; 310,000 tested, 0.85% active; Inward rectifier potassium channel 2 (Mus musculus), P35561; HEK293-Kir2.1, FluxOR thallium flux fluorescence; stronger effect = lower value;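 active means fluorescence ratio B-score at or below minus 3 SD of library scores, with starting-brightness B-score within 2 SD, cut at about -4.2 in these data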;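 further: channel flux triggered by added potassium and thallium sulfate stimulus; B-score of peak minus minimum fluorescence over baseline after thallium stimulus; more negative B-score means stronger Kir2.1 block with less thallium influx; some compounds called inactive have numbers as strong as hits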
# Target sequence (P35561 whole entry, looked up): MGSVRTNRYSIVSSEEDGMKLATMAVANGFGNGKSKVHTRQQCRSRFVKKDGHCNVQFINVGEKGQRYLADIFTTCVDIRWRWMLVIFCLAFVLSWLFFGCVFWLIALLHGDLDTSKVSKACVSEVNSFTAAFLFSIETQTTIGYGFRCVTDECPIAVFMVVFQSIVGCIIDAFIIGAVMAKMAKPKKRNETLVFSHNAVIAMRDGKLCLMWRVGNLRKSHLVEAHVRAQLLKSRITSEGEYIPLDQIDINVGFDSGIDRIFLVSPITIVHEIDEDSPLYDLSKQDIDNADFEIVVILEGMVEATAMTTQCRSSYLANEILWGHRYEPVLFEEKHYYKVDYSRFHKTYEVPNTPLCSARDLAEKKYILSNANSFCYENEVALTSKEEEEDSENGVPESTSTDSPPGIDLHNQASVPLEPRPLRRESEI
# * hit, by the source's call; i = inactive.
SMILES,KCNQ2 inh,Kir21 inh
COc1cccc(C(=O)Nc2cccc(-c3ccc4nncn4n3)c2)c1OC,i,2.1
O=C(NC1CCCC1)NS(=O)(=O)c1ccccc1Cl,i,-0.22
COc1cccc(OCC(O)CN2CCC(CN3C(=O)c4cccc5cccc(c45)C3=O)CC2)c1 (stereo not drawn),i,-1.5
O=P(c1ccccc1)(c1ccccc1)C(c1ccco1)N1CCOCC1 (stereo not drawn),i,-0.58
CCN(C1CCCCC1)S(=O)(=O)c1ccc(OC)c(C)c1,i,-5.4*
O=C(Nc1cccc(N2C(=O)C=CC2=O)c1)c1cccs1,i,-5.9*
CCC(C)(C)NC(=O)C(c1cccs1)N(CC1CCCO1)C(=O)Cn1nnc2ccccc21 (stereo not drawn),i,0.28
N#CCCn1c(-c2nonc2NC(=O)c2ccccc2Cl)nc2ccccc21,i,-3
O=C(Cc1noc2ccccc12)Nc1ccc(Cl)cc1,i,-1.1
COc1ccc(C(C)=O)cc1CSc1nnc(-c2ccccc2O)n1-c1ccccc1,i,-0.2
Cc1cccc(-n2cc(CN3CCN(c4ccccn4)CC3)c(-c3cccc(F)c3)n2)c1,i,-1.3
CCOC(=O)N1CCN(C(=O)c2ccc3c(=O)n(CC4CCCO4)c(=S)[nH]c3c2)CC1 (stereo not drawn),i,-0.29
CCC(=O)NC(=S)Nc1ccc(S(=O)(=O)NC(C)=O)cc1,i,1.9
CCN(CC)S(=O)(=O)c1ccc(N=Cc2c(C)c(C#N)c(=O)n(C)c2O)cc1,i,-1.6
Cc1ccc(-n2[nH]c(C)c(C=Nc3cc(C)ccn3)c2=O)cc1,i,1.7
O=c1cc(C(O)C[N+](=O)[O-])occ1OCc1ccccc1 (stereo not drawn),i,0.08
COc1ccc([N+](=O)[O-])cc1NC(=O)COC(=O)c1ccc(O)cc1,i,0
CCOc1cc(NC(=S)NCC2CCCO2)c(OCC)cc1NC(=O)c1ccccc1 (stereo not drawn),i,0.54
CCOC(=O)c1cc2sccc2n1CC(=O)Nc1ccc2c(c1)OCCO2,i,-0.35
COc1ccc(C2=NN(C(=O)c3cccs3)C(O)(C(F)(F)F)C2)cc1 (stereo not drawn),i,0.14
O=[N+]([O-])c1c(Nc2ccccn2)cc(Cl)c2nonc12,-11*,0.32
Cc1cccc(C2c3[nH]c4ccccc4c3CCN2Cc2cnn(-c3ccc(F)cc3)c2)n1 (stereo not drawn),i,2.8
O=C(NNc1nc2c(F)cc(F)cc2s1)c1ccccc1,i,0.28
COc1ccccc1N1CCN(/N=C/c2cc(OC)c(OC(C)=O)c(OC)c2)CC1,i,0.66
C=CCc1cccc(/C=N/c2ncccc2O)c1O,i,0.64
Cc1ccc2[nH]c(=O)c(CN(Cc3nnnn3C3CCCC3)C3CCCCC3)cc2c1,i,-0.28
O=[N+]([O-])c1ccc(S(=O)(=O)Nc2ncccn2)cc1,i,0.72
Cc1cc(C(=O)N2CCC(C(=O)O)CC2)c(C)o1,i,-0.04
O=C(CSc1nc2c(cnn2-c2ccc(F)cc2)c(=O)[nH]1)N1CCCc2ccccc21,i,0.47
O=C(Nc1ccc2nc(C3CC3)n(Cc3ccc(F)cc3)c(=O)c2c1)c1ccco1,i,0.84
Cc1ccc2c(c1)CCCN2C(=O)c1ccncc1,i,0.07
CC1CN(C(=O)CCC(=O)NCc2cccnc2)c2ccccc2O1 (stereo not drawn),i,-0.67
Cc1ccc(NC(=O)c2ccccc2N2C(=O)C3C4C=CC(C5CC45)C3C2=O)cc1C (stereo not drawn),i,-2.1
O=C(Nc1ccc(Cl)c(Cl)c1)Nc1nc(-c2ccccc2)cs1,i,-0.13
COc1cc(NC(=O)c2cccs2)cc(OC)c1,i,1.5
CC(C)(C)C(=O)CSc1ncccn1,i,0.76
CCNC(=O)c1ccc2c(c1)C1C3CCC(C3)C1C(c1ccccc1)N2 (stereo not drawn),i,0.16
Cc1ccc2[nH]cc(C(=O)CCl)c2c1,i,0
CC(=O)N1CCN(c2ccccc2NC(=O)Cc2ccc(Cl)cc2)CC1,i,-1.9
c1ccc(CCNc2nc(-c3ccncc3)cs2)cc1,i,-1.1
O=C(NCc1ccccn1)c1ccccc1-c1ccccc1,i,0.23
O=C(Nc1ccc(-c2nnc3n2CCCCC3)cc1)c1ccco1,i,-1.5
Cc1cc(C)c(O)c(C2(O)C(=O)c3ccccc3C2=O)c1,i,-0.5
COCCNC(=O)c1ccc(C)cc1C,i,1.5
CC1(C)C2C/C(=N\O)C(C)(/[N+]([O-])=C/c3cccc([N+](=O)[O-])c3)CC21 (stereo not drawn),i,-1
COCCN(C(=O)CNC(=O)c1ccco1)C(C(=O)NC1CCCC1)c1ccccc1 (stereo not drawn),i,-0.01
O=C(CCc1ccccc1)Nc1ccc(F)cc1F,i,0.42
O=C(/C=C/c1ccc(Cl)c(Cl)c1)Nc1cccnc1,i,2.1
COC(=O)c1ccccc1Oc1ccc(NC(=O)CCCl)cc1,i,-0.56
CCCCc1cc(=O)oc2c(C)c(OCC(=O)NCC3CCC(C(=O)O)CC3)ccc12 (stereo not drawn),i,1.4
O=C(CCCCCn1c(=O)[nH]c2ccccc2c1=O)N1CCN(Cc2ccc3c(c2)OCO3)CC1,i,-0.99
COc1ccc(N(CC(=O)N/N=C(\C)c2cccs2)S(=O)(=O)c2ccccc2)cc1Cl,i,-1.2
Cc1cc(C)cc(SCc2noc(C(=O)NCCC(C)C)c2C(=O)NCCC(C)C)c1,i,0.06
Cc1cc(C2=NNC(=NC3CC3)SC2)c(C)n1-c1c(C)n(C)n(-c2ccccc2)c1=O,i,-0.8
CCC(C)NC(=O)CCC(=O)Nc1ccc2nc(N3CCOCC3)cc(C)c2c1 (stereo not drawn),i,0.04
CN(C)c1nc(Oc2ccc(=O)n(-c3ccccc3)n2)nc(N2CCOCC2)n1,i,-0.49
CCc1ccccc1NC(=O)C1CCN(C(=O)c2cccs2)CC1,i,0.32
O=C(c1c(F)c(F)c(F)c(F)c1F)N1CCc2ccccc21,i,0.06
CC1CCC(NC(=O)C2(C)CCC(=O)N2Cc2cccnc2)CC1 (stereo not drawn),i,-0.18
CCNC(=S)N1CCC(c2nc3cc(C)c(C)cc3[nH]2)CC1,i,-2.6

# Exported bar-delimited: part of the list above
molecule | KCNQ2 inh | Kir21 inh
COc1ccc(N(CC(=O)N/N=C(\C)c2cccs2)S(=O)(=O)c2ccccc2)cc1Cl | i | -1.2
O=C(Nc1cccc(N2C(=O)C=CC2=O)c1)c1cccs1 | i | -5.9*
CCOC(=O)c1cc2sccc2n1CC(=O)Nc1ccc2c(c1)OCCO2 | i | -0.35
COc1ccccc1N1CCN(/N=C/c2cc(OC)c(OC(C)=O)c(OC)c2)CC1 | i | 0.66
CCN(C1CCCCC1)S(=O)(=O)c1ccc(OC)c(C)c1 | i | -5.4*
O=C(NCc1ccccn1)c1ccccc1-c1ccccc1 | i | 0.23

# (listing goes on)
SMILES,KCNQ2 inh,Kir21 inh
N#C/C(=C/c1ccc(O)c(O)c1)c1nc2ccccc2[nH]1,i,-0.16
O=[N+]([O-])c1ccc(N2CCN(S(=O)(=O)c3ccc4ccccc4c3)CC2)cc1NCC1CCCO1 (stereo not drawn),i,1.9
Cc1cc(C)c2c3c(sc2n1)C(=O)N(c1ccccc1)CC(=O)N3,i,-2.2
Cc1ccc(S(=O)(=O)N2CCCCC2)cc1C(=O)Nc1ccc(S(=O)(=O)Nc2ncccn2)cc1,i,0.01
O=C(CCC(=O)Nc1ccccc1)NNC(=O)c1ccco1,i,0.32
NS(=O)(=O)c1ccc(CCNC(=O)c2ccccc2Cc2ccccc2)cc1,i,-0.49
COc1cc(C)ccc1OCCON1C(=O)CCC1=O,i,-0.1
O=C(COC(=O)c1ccc2ncsc2c1)NC(=O)NCc1ccccc1,i,0.14
CCOC(=O)c1cnn(-c2ccccc2)c1-n1cccc1C(=O)C(=O)N(C)C,i,-0.05
COc1cc(C(CC(=O)Nc2ncccc2C)N2Cc3ccccc3C2=O)cc(OC)c1OC (stereo not drawn),i,-2.1
CCCCCCCCCCCCC(NC(C)=O)(C(=O)OCC)C(=O)OCC,i,-0.41
COc1ccc(CN2C(=O)c3cccc4cccc2c34)cc1F,i,-0.16

# Reformatted: results already given.
Molecule | KCNQ2 inh | Kir21 inh
CCCCCCCCCCCCC(NC(C)=O)(C(=O)OCC)C(=O)OCC | i | -0.41
CCOC(=O)c1cnn(-c2ccccc2)c1-n1cccc1C(=O)C(=O)N(C)C | i | -0.05

# An excerpt from above in order of SMILES length, rising:
SMILES,KCNQ2 inh,Kir21 inh
CCOC(=O)c1cnn(-c2ccccc2)c1-n1cccc1C(=O)C(=O)N(C)C,i,-0.05
COc1cc(C(CC(=O)Nc2ncccc2C)N2Cc3ccccc3C2=O)cc(OC)c1OC (stereo not drawn),i,-2.1
O=[N+]([O-])c1ccc(N2CCN(S(=O)(=O)c3ccc4ccccc4c3)CC2)cc1NCC1CCCO1 (stereo not drawn),i,1.9

# The list goes on:
SMILES,KCNQ2 inh,Kir21 inh
COC(=O)c1ccccc1NC(=S)NC(NC(=O)COc1ccccc1)C(Cl)(Cl)Cl (stereo not drawn),i,0.32
Cn1c(C(=O)N2CCCC(C(=O)NCc3cccs3)C2)cc2sccc21 (stereo not drawn),i,2
COc1ccc(CNC(=O)Cn2cc([N+](=O)[O-])nc2C)cc1,i,-0.04
COC(=O)c1cnc(Oc2ccc(NC(=O)NC(=O)c3c(OC)cccc3OC)cc2)cc1C(F)(F)F,i,-0.64
CCc1cc(C(=O)NCCN(C)C)cs1,i,0.91
CCc1ccc2c(c1)cc(CN(C(=S)Nc1ccccc1Cl)C1CC1)c1nnnn12,i,1.4
O=C(N/N=C/c1ccccc1Cl)c1ccncc1,i,-2.4
CCN(CC)CCn1c(SCC(=O)Nc2cccc(OC)c2)nc2c(sc3ccccc32)c1=O,i,-0.02
O=C(O)/C(=C\c1ccc(Cl)cc1)c1ccc(F)cc1,i,-0.04
COc1cc(C=O)ccc1OCC(=O)N1CCCC1,i,1.7
OCCN(CCO)Cc1csc2ccccc12,i,1.4
CCOC(=O)N1CCN(CCC(=O)Nc2ccc(C)cc2)CC1,i,0.56

# Whole records as entered above. Values in the order: KCNQ2 inh	Kir21 inh
# COc1cc(C=O)ccc1OCC(=O)N1CCCC1 across the screens: i	1.7
# COC(=O)c1cnc(Oc2ccc(NC(=O)NC(=O)c3c(OC)cccc3OC)cc2)cc1C(F)(F)F across the screens: i	-0.64

# (further entries)
SMILES,KCNQ2 inh,Kir21 inh
O=C(NC(=O)N1CCCc2ccccc21)c1ccccc1,i,1
Cc1ccc(-c2nnn(CC(=O)NCCc3ccc4c(c3)OCO4)n2)cc1,i,0.43
CC(C)(C)OC(=O)N1CCC2(CC1)Oc1ccc(Cl)cc1C(=O)C21CC(c2ccc(Cl)cc2)=NO1 (stereo not drawn),i,1.6
CNC(=O)/C=C1\NC(C)(C)Cc2c1ccc1ccccc21,i,-0.4
COCCn1c(C)cc(C(=O)COC(=O)c2n[nH]c3ccccc23)c1C,i,-0.22
Cc1cccc(N2CCN(C(=O)c3ccc4c(c3)NC(=O)C(CSCc3cccc(F)c3)N4)CC2)c1C (stereo not drawn),i,0.24
Cc1nn(Cc2c(F)c(F)c(F)c(F)c2F)c(C)c1NC(=O)c1ccc(COc2ccc(F)cc2)o1,i,-1.4
CC(C)OC(=O)CN1C(=O)C(=O)c2ccccc21,i,0.51
O=C(c1ccccc1F)N1CCN(Cc2nc3sc4c(c3c(=O)[nH]2)CCCC4)CC1,i,-0.01
COc1ccc(NC(=O)CN(C)C(=O)CSc2ccc3c(c2)OCCO3)cc1,i,-2.1
CC(C)C(NC(=O)C1CCCCC1)C(=O)NC1CCCC(C)C1C (stereo not drawn),i,0.33
OCC[C@@H]1C[C@H](O)[C@@H](O)[C@]2(Cc3ccccc3O2)O1,i,-0.18
O=C(Cn1cncc1-c1ccc([N+](=O)[O-])cc1)Nc1cccc2ccccc12,i,-1.8
S=C(NC1CCCCC1)N1CCOCCOCCN(C(=S)NC2CCCCC2)CCOCC1,i,-0.85
COc1ccccc1CNC(=O)C(=O)NCC1CCCO1 (stereo not drawn),i,-0.18
CN(CC1CCCO1)S(=O)(=O)c1ccc(C(=O)NCc2ccccc2)cc1 (stereo not drawn),i,-0.52
CC(C)[C@H](NS(=O)(=O)c1ccc2c(c1)OCCO2)C(=O)OCC(=O)Nc1ccccc1Cl,i,-0.13
O=c1c(C(c2ccc(Br)cc2)c2c(O)nc3n(c2=O)CCCS3)c(O)nc2n1CCCS2,i,-1.3
COC(=O)CCCCCCCCC(=O)Nc1nc2ccccc2s1,i,-0.17
CCCCCCCc1nn2c(=O)cc(O)nc2s1,i,0.49
CCN(CCNC(=O)C1CCN(S(=O)(=O)c2c(C)noc2C)CC1)c1ccccc1,i,-0.05
COc1ccc(C(=O)CSC2=C(C#N)C3(CCCCC3)C(C#N)=C(N)N2)cc1,i,-0.43
Cc1ccc(-c2[nH]nc3c2C(c2ccsc2)C(C#N)=C(N)O3)cc1 (stereo not drawn),i,2.7
C=CCSc1nnc2c(n1)OC(c1ccco1)Nc1ccccc1-2 (stereo not drawn),i,-1.4
COc1ccc(N2C(=O)CN=C2Nc2nc(C)cc(C)n2)cc1OC,i,0.24
CCN(CC)CCN(CC)Cc1ccccc1Br,i,-0.03
Cc1sc(NC(=O)C2CCCO2)c(C#N)c1C (stereo not drawn),i,-0.08
COc1cc(/C=N/NC(=O)Cc2ccccc2)cc(OC)c1OC,i,-0.43
O=C(NS(=O)(=O)Oc1ccc(F)c(Cl)c1)OC[C@@H]1CCCN2CCCCC12 (stereo partly drawn),i,-0.43
CCCCN1C2=C(C(=O)CCC2)C(c2ccc(Cl)c(Cl)c2)C2=C1c1ccccc1C2=O (stereo not drawn),i,-1.1
Cc1ccc(S(=O)(=O)N(Cc2ccccc2F)C(=O)N2CCN(C)CC2)cc1,i,1.2
Cc1ccc2c(c1)oc(=O)n2CC(=O)c1ccccc1,i,0.78
N#Cc1nc(COc2ccc(Cl)cc2Cl)oc1N1CCOCC1,i,0.11
